Screening results: PubChem, Emory University Molecular Libraries Screening Center
14-3-3 PPI: modulators of 14-3-3 gamma protein binding, primary screen, biochemical, fluorescence polarization | 14-3-3 protein gamma (Homo sapiens), P61981 | inhibition, % at 40 µM | AID 422, 2006 | 0.19% of 160,000 active | FP, 14-3-3gamma / TMR-pS259-Raf peptide binding; in the data active = inhibition above about 30%;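 also: 0% = protein plus tracer without compound and 100% = blank with tracer alone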
Target sequence (P61981 whole entry, looked up): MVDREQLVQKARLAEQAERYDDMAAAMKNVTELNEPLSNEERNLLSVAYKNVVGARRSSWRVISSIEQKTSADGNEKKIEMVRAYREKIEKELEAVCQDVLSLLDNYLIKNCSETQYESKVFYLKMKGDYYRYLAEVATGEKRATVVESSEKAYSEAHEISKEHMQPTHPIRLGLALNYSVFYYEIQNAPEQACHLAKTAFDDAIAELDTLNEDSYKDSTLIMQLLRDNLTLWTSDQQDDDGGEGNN
An asterisk follows results filed as active; & = joins results of further samples.

14-3-3 PPI,smiles
0,COc1ccccc1N1C(=O)NC2CC1(C)Oc1ccc(Br)cc12 (stereo unspecified)
-17,Cc1ccc(OCC(=O)Nc2sc3c(c2C(N)=O)CCCC3)c(C)c1
-8,Cc1ccc(Cl)cc1N1CCN(C(=O)c2ccc(NS(=O)(=O)c3c(C)noc3C)cc2)CC1
-1,COc1cc(C2/C(=C(\O)c3ccc(F)cc3)C(=O)C(=O)N2Cc2cccnc2)ccc1O (stereo unspecified)
-9,COc1cc(C2C(C(=O)c3ccc(C)o3)=C(O)C(=O)N2c2cc(C)on2)cc(Br)c1O (stereo unspecified)
2,Cc1scc(C(=O)Nn2cnnc2)c1-c1ccccc1
-5,Cc1ccc(C(=O)C(C)OC(=O)C2=COCCO2)cc1C (stereo unspecified)
-9,O=C(CCn1c(=O)[nH]c2ccsc2c1=O)N1CCN(Cc2ccc3c(c2)OCO3)CC1

The listing continues:
14-3-3 PPI,smiles
3,NC(CSC1CCCCO1)C(=O)O (stereo unspecified)
-9,COc1ccc(C(C(=O)NC(C)(C)C)N(Cc2ccco2)C(=O)CCC(=O)Nc2cc(C)on2)cc1 (stereo unspecified)
-3,O=C(Nc1ccc2[nH]c3c(c2c1)CCCC3)c1ccco1
-2,Cc1sc2ncnc(SCC(=O)N3CCCC3)c2c1C
-6,CCOC(=O)N1CCc2c(sc(NC(C)=O)c2C(N)=O)C1
-1,Cn1nc(C(=O)NC2CCCCC2)c2ccccc2c1=O
-1,CCOc1ccccc1NC(=O)C1c2ccccc2C(=O)N(CCOC)C1c1c[nH]c2ccccc12 (stereo unspecified)
-58,CCOc1ccc(N2C(=O)CC(/C=C3/N(C)c4ccccc4C3(C)C)C2=O)cc1 (stereo unspecified)

6 compounds drawn at random from the list so far:
14-3-3 PPI,smiles
-8,Cc1ccc(Cl)cc1N1CCN(C(=O)c2ccc(NS(=O)(=O)c3c(C)noc3C)cc2)CC1
2,Cc1scc(C(=O)Nn2cnnc2)c1-c1ccccc1
-3,O=C(Nc1ccc2[nH]c3c(c2c1)CCCC3)c1ccco1
-9,COc1ccc(C(C(=O)NC(C)(C)C)N(Cc2ccco2)C(=O)CCC(=O)Nc2cc(C)on2)cc1 (stereo unspecified)
-58,CCOc1ccc(N2C(=O)CC(/C=C3/N(C)c4ccccc4C3(C)C)C2=O)cc1 (stereo unspecified)
-9,COc1cc(C2C(C(=O)c3ccc(C)o3)=C(O)C(=O)N2c2cc(C)on2)cc(Br)c1O (stereo unspecified)

New compounds follow.
14-3-3 PPI,smiles
-1,CCCOc1ccc(Cn2c(COc3ccccc3)nc3ccccc32)cc1
7,O=C(NC1CCCC1)c1ccccc1
-2,CC12CCC(C(=O)Nc3ccc(OC(=O)C45CCC(C)(C(=O)O4)C5(C)C)cc3)(OC1=O)C2(C)C (stereo unspecified)
-2,CC1=C(C(=O)Nc2ccccc2)C(c2ccc(Br)cc2)n2nc(CCCO)nc2N1 (stereo unspecified)
7,COC(=O)c1ccc(Oc2ncnc(N)c2[N+](=O)[O-])cc1
-3,CCOc1ccccc1-n1c(SCC(=O)N(CC)CC)nnc1-c1ccccn1
-1,Cc1ccc(Oc2ccc(NC(=O)c3ccco3)cc2)cc1
1,Cc1ccc(SCc2cc(=O)[nH]c(N3CCN(Cc4ccccc4)CC3)n2)cc1

Later entries.
14-3-3 PPI,smiles
-11,CCc1ccc(C2CC(c3ccccc3Cl)Nc3nc(N)nn32)cc1 (stereo unspecified)
1,c1ccc(-c2[nH]c3ccccc3c2-c2ccccc2)cc1
5,CCOC(=O)C(C)n1cnc2c(nnn2Cc2ccc(C)cc2)c1=O (stereo unspecified)
-24,CCC(=O)Nc1nonc1-c1nc2ccccc2n1Cc1ccc(Br)cc1
-8,COCCOC(=O)c1c(C)nc(SCC(=O)Nc2ccc(C)cc2)c(C#N)c1-c1ccco1
1,O=[N+]([O-])c1ccc(N=Cc2cc3c(cc2[N+](=O)[O-])OCO3)c(Br)c1
0,O=C(O)c1ccc(NS(=O)(=O)c2cc(Cl)ccc2Cl)cc1
-3,COCCNC(=O)C(NC(=O)C1CCCCC1)C(C)C (stereo unspecified)

New compounds follow
14-3-3 PPI,smiles
-6,CN(Cc1ccccc1)C(=O)c1ccc(N2CC3CC(C2)c2cccc(=O)n2C3)c(NC(=O)c2ccc(F)cc2)c1 (stereo unspecified)
2,Cc1nn(C)c(C)c1S(=O)(=O)NC1CCCC1
-1,CCCn1nnc(NC(=O)C(C)Oc2ccc(Cl)cc2Cl)n1 (stereo unspecified)
-7,Cc1sc2ncn(CC(=O)OCC(=O)NC(C)(C)C)c(=O)c2c1C
0,Cc1ccc(-n2c3c(cc(C(=O)Nc4ccccc4Br)c2=O)C(=O)CC(C)(C)C3)cc1
-12,COC(=O)c1ccc(OCc2cccc(F)c2)c(OC)c1
3,Cc1cccc(-n2nc3c(c2NC(=O)CCc2ccccc2)CS(=O)(=O)C3)c1C
-72,Cc1nnc(SCC(=O)Nc2sc3c(c2C#N)CCC3)s1

Next section:
14-3-3 PPI,smiles
1&-10,Cc1ccc(-c2nc(NCCN3CCOCC3)c3ccccc3n2)cc1
-2,O=C(CCc1nc(-c2cccs2)no1)Nc1ccc(Cl)cn1
1,O=[N+]([O-])C(C1CCS(=O)(=O)C1)C1CCS(=O)(=O)C1 (stereo unspecified)
-6,COc1ccc(OC)c(-n2c(=S)[nH]c3cc(C(=O)N4CCc5ccccc5C4)ccc3c2=O)c1
2,CCOC(=O)N1CCN(C(=O)CSc2nc3c([nH]c4ccccc43)c(=O)n2C)CC1
14,CCC(C)OC(=O)C1=C(C)NC(=O)NC1c1cc(OC)c(O)c(OC)c1 (stereo unspecified)
0,Cc1nn(C(=O)N2CCCCC2)c(C)c1CN1C(=O)c2ccccc2C1=O
-15,CC1(C)NC(=O)N(CC(O)CN(c2cccc([N+](=O)[O-])c2)S(=O)(=O)c2ccccc2)C1=O (stereo unspecified)

(cont.)
14-3-3 PPI,smiles
4,O=C(O)C1CCCN1C(=O)CN1C(=O)C2C3C=CC(C3)C2C1=O (stereo unspecified)
1,O=C(Cn1nc(-c2ccc(Cl)cc2)ccc1=O)N1CCN(c2ccccc2)CC1
-6,Cc1ccc(N2C(=O)CC(Sc3ccc(F)cc3)C2=O)cc1 (stereo unspecified)
-15,Cc1cc(NC(=O)CN2CCN(c3ccccc3)CC2)c2ccccc2n1
-24,CSc1ccc(C2NC(=O)c3c(sc4c3CCN(C)C4)N2)cc1 (stereo unspecified)
-8,COc1ccc(CN2CCN(S(=O)(=O)c3ccccc3[N+](=O)[O-])CC2)c(OC)c1OC
-5,Oc1ccccc1C=NCCN=Cc1ccccc1O
8,COC(=O)c1cc(Nc2ncnc(N)c2[N+](=O)[O-])cc(C(=O)OC)c1

Further entries:
14-3-3 PPI,smiles
-3,CCCCOc1ccc2c3c(c(=O)oc2c1OCCCC)CCC3
-2,COC(=O)c1c(NC(=O)CCCOc2cccc(C)c2)sc2c1CCC(C)C2 (stereo unspecified)
1,Cc1cc(=O)[nH]c(SCCOc2ccc3c(c2)CCC3)n1
-6,CCCCCOC(=O)c1ccc2c(c1)C(=O)N(C1CCCCC1)C2=O
-181,Sc1sc(-c2ccccc2)cc1C=Nc1ccccc1
-9,Cc1ccc(NC(=O)c2c(C)nc3sc(C(=O)NC4CCCCC4)c(N)c3c2-c2ccc(C)o2)c(C)c1
-1,Cc1[nH]c2ccccc2c1C(c1ccccn1)N1CCC(C(N)=O)CC1 (stereo unspecified)
4,CCOc1ccccc1C(=O)Nc1ccc(S(=O)(=O)Nc2ncccn2)cc1

Arranged by value in 14-3-3 PPI (ascending): 4 of the compounds above
14-3-3 PPI,smiles
-3,CCCCOc1ccc2c3c(c(=O)oc2c1OCCCC)CCC3
-1,Cc1[nH]c2ccccc2c1C(c1ccccn1)N1CCC(C(N)=O)CC1 (stereo unspecified)
1,Cc1cc(=O)[nH]c(SCCOc2ccc3c(c2)CCC3)n1
4,CCOc1ccccc1C(=O)Nc1ccc(S(=O)(=O)Nc2ncccn2)cc1

Additional structures
14-3-3 PPI,smiles
0,O=C1CSc2ccc(C(=O)NC3CCCCCC3)cc2N1
-7,O=c1c2c(-c3cccs3)csc2[nH]c(=S)n1-c1ccccc1
-6,CCOC(=O)c1c(C)oc2c(Br)cc(NS(=O)(=O)c3ccc(Cl)c(C)c3)cc12
-3,Cc1ccc2occ(C(c3nnnn3Cc3ccccc3)N3CCOCC3)c(=O)c2c1 (stereo unspecified)
-6,CCCCOc1nc2ccccc2nc1C(C#N)S(=O)(=O)c1ccccc1 (stereo unspecified)
-2&-8,N#Cc1c2c(c(NCc3ccco3)n3c1nc1ccccc13)CCC2
7,O=C1c2ccccc2S(=O)(=O)N1CC(O)COc1ccccc1 (stereo unspecified)
-4,Cc1ncc(C[n+]2csc(C)c2C)c(N)n1

(more compounds)
14-3-3 PPI,smiles
-5,Cc1ccc(C(=O)COC(=O)CCc2nc3ccccc3[nH]c2=O)cc1C
-6,O=C(O)c1cccc(Cn2cc(Cl)cn2)c1
-1,Cc1ccc(NC(=O)CCS(=O)(=O)c2ccc(Br)s2)c(Br)c1
-6,Cc1csc2nc(CSc3nc4ccc([N+](=O)[O-])cc4[nH]3)c(Br)n12
3,Cc1cc2nc(C(F)(F)F)[nH]c(=O)n2n1
-5,Cc1cccc(-c2noc(-c3cccs3)n2)c1
-4,Cc1ccccc1-n1cc(-c2ccccc2)nc1SCC(=O)Nc1ccc(F)cc1
-7,COC(=O)c1oc2ccc(Cl)cc2c1NC(C)=O

The listing continues.
14-3-3 PPI,smiles
-6,COc1ccc(-c2nnc(SCC(=O)c3cccs3)o2)c(OC)c1
-9,CCOc1ccccc1NC(=O)Cn1nnc(C(=O)Nc2ccccc2Cl)c1N
9,CCOc1ccccc1Nc1nc2ccccc2nc1NS(=O)(=O)c1ccc(Br)cc1
-12,Cc1cccc(OCC(=O)OCCN2CCOCC2)c1
0,CCOC(=O)c1ccc(NC2=C(N)C(=O)c3ccccc3C2=O)cc1
-18,Cc1ccc(C2=NN(CC(=O)NCc3ccc4c(c3)OCO4)C(=O)CC2)cc1
-7,O=C(CCn1c(SCc2cccc(Cl)c2)nc2cc3c(cc2c1=O)OCO3)NCc1ccc2c(c1)OCO2
0,O=C1c2cccc3cccc(c23)C(=O)N1c1cccc(C(F)(F)F)c1

Next section:
14-3-3 PPI,smiles
-6,Cc1ccc(-c2nc3ncccn3c2Nc2ccccc2C)o1
0,CCCCCCn1c(SCC(=O)Nc2cc(C)on2)nc2ccccc2c1=O
2,CCOc1cccc(-c2nnc3n2N=C(c2cc(OC)ccc2OC)CS3)c1
-36,CCOC(=O)c1ccc2nc(C)cc(Nc3cccc(C(C)=O)c3)c2c1
-1,Brc1ccc(C2CC(c3ccc(I)cc3)Nc3nnnn32)cc1 (stereo unspecified)
-3,O=C(c1nc(-c2ccccc2)n(-c2ccccc2)n1)N1CCN(S(=O)(=O)c2ccccc2)CC1
0,O=C(O)CSc1ccc(F)cc1
-11,CC(NC(=O)c1cc2nc(-c3ccccc3)cc(C(F)(F)F)n2n1)C1CC2CCC1C2 (stereo unspecified)

(cont.)
14-3-3 PPI,smiles
-9,C=CCNc1c(N)c(=O)oc2ccccc12
90*,Cc1ccc(N=Cc2cc(-c3ccccc3)oc2S)c(C)c1
-2,Cc1ccc(/C(O)=C2\C(=O)C(=O)NC2c2ccccc2Cl)cc1 (stereo unspecified)
-2,Cc1cccc(C2C=C(c3ccc(Br)cc3)Nc3nnnn32)c1 (stereo unspecified)
0,COc1ccccc1OCCNC(=O)c1cccs1
3,Cc1c(NC2=NC(C)(C)Cc3ccccc32)c(=O)n(-c2ccccc2)n1C
-11,CCOC(=O)c1c(NC(=O)c2ccc([N+](=O)[O-])cc2)sc(C(=O)NC2CCCCC2)c1C
-13,Cc1ccc(C)n1CCN1CCN(CC(=O)c2ccc3c(c2)OCO3)CC1

(cont.)
14-3-3 PPI,smiles
-41,O=C(CCN1C(=O)c2cccnc2C1=O)Nc1ncc(Br)s1
10,COC(=O)c1ccc(C(=O)Nc2nc3c(s2)CCc2ccccc2-3)cc1
-57,Cc1onc(-c2ccccc2Cl)c1C(=O)Nc1ccccc1Sc1ccccc1
-1,CCS(=O)(=O)N1CCN(c2ccc([N+](=O)[O-])c(-n3nc(C)c4ccccc4c3=O)c2)CC1
0,CCOC(=O)N1CCN(S(=O)(=O)c2ccc(C(=O)Nc3nc4c(s3)CC(C)CC4)cc2)CC1 (stereo unspecified)
-4,O=C(Nc1cnc2ccccc2c1)c1ccncc1
-7&-2,O=C(c1ccco1)N1CCN(C(=O)C2CCN(S(=O)(=O)c3cccc4nsnc34)CC2)CC1
-8,CCOc1ccc(-n2c(SCC(=O)Nc3cc(C)on3)nc3c(c2=O)SCC3)cc1

Individual results from the results shown.
Cc1ccc(Oc2ccc(NC(=O)c3ccco3)cc2)cc1 in 14-3-3 PPI shows -1
CCCCOc1ccc2c3c(c(=O)oc2c1OCCCC)CCC3 in 14-3-3 PPI shows -3

Following part:
14-3-3 PPI,smiles
14,COC(=O)c1sccc1NC(=O)c1c(C)cc(=O)oc1C
-15,Cc1ccc(NC(=O)CN(c2cccc(C)c2C)S(=O)(=O)c2ccccc2)c(C)c1
-6,COc1ccc(CCNC(=O)CSc2nnc(-c3ccccc3)o2)cc1OC
2,CCOC(=O)c1ccc(CN(Cc2ccc(F)cc2)S(=O)(=O)c2cccc([N+](=O)[O-])c2)cc1
-3,Cc1ccc(C=Nc2c(C)n(C)n(-c3ccccc3)c2=O)o1
0,COC(=O)C1C(c2ccccc2)NC(c2ccccc2)C(C(=O)OC)S1(=O)=O (stereo unspecified)
-16,CC1CCN(c2ccc(NC(=O)c3cccnc3)cc2)CC1
-9,CC1CCN(C(c2cc3cc4c(cc3[nH]c2=O)OCO4)c2nnnn2CC2CCCO2)CC1 (stereo unspecified)

(next part)
14-3-3 PPI,smiles
-4,O=C(Nc1cccc(F)c1)C(Cc1ccccc1)NS(=O)(=O)c1ccc(Br)s1 (stereo unspecified)
0,O=C(Nc1nnc(Cc2ccc(F)cc2)s1)c1cccs1
-17,COc1ccc(Oc2cc([N+](=O)[O-])cc3c2C=Cc2ccccc2O3)cc1
-10,O=C(NCc1ccco1)c1ccc2c(=O)n(CCCN3CCCC3=O)c(=S)[nH]c2c1
4,COc1ccc(NC(=O)c2ccc(S(=O)(=O)N3CCOCC3)cc2)c([N+](=O)[O-])c1
-10,CCCCC(C(=O)Nc1ccc(OC)cc1)N1C(=O)c2ccccc2C1=O (stereo unspecified)
-13&-18,Cc1cc2cc(CNS(=O)(=O)N(C)C)ccc2[nH]1

Only part of the results is shown; count on the stated rates, not on these rows.
